697 NFkB inh: inhibitors of PMA/ionomycin-induced NF-kB reporter, 697 cells, primary screen, B-cell NF-kB inhibitor project, cell-based, luminescence, uHTS; 697 B-cell NF-kB luciferase reporter, 16 h; actives 0.33% (n = 330,000); inhibition, % at 4 µM; in the data active means inhibition above about 35%
UPR CHOP act: activators of apoptotic CHOP UPR arm, primary screen, cell-based, CHO-CHOP luciferase reporter, luminescence, uHTS; activation, % at 10 µM; actives 0.34% (n = 330,000); AID 449763, 2010; UPR activation; percent of tunicamycin response over DMSO baseline;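 active means at 10 µM dose, activation of 40% or more, normalized to positive control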;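 further: 100% = tunicamycin at 10 µg/mL and 0% = DMSO alone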
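Test system: CHO CHOP reporter cells. Input: 500 CHO-CHOP cells per well. Medium: F12 with 10% FBS. Technique: luciferase luminescence. Measure: percent activation relative to tunicamycin control. Dosing: 10 µM compound, 0.5% DMSO. Timing: 16-18 h cell attachment, then 6 h compound exposure, 37 °C.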
UPR XBP1 act: activators of adaptive XBP1 UPR arm, primary screen, cell-based, CHO-XBP1 luciferase reporter, luminescence, uHTS | IRE1-XBP1 UPR activation; percent of tunicamycin response, DMSO as zero | activation, % at 20 µM | actives 0.33% (n = 330,000) | AID 463104, 2010;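 active means versus positive control, 20 µM dose yields 30% or more activation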;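 further: 100% = tunicamycin at 10 µg/mL and 0% = DMSO only wells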
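Material: CHO cell line with stable XBP1 luciferase reporter; schedule: 16-18 h cell attachment at 37 °C, then 6 h compound exposure; signal: glow luminescence from Steady-Glo reagent; medium: serum-containing F12 medium, 10% FBS; benchmarks: tunicamycin 10 µg/mL and vehicle-only wells; read-out: percent activation relative to tunicamycin reference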
Jurkat NFkB inh: inhibitors of induced NF-kB luciferase reporter, primary screen, TCR NF-kB activation inhibitor project, cell-based, luminescence, uHTS; AID 435003, 2010; Jurkat, PMA/ionomycin-induced NF-kB luciferase reporter; inhibition, % at 4 µM; actives 0.53% (n = 330,000); in the data active means inhibition above about 50%
tim23-1 inh: growth inhibitors of tim23-1 mutant yeast, primary screen, luminescence, uHTS | S. cerevisiae tim23-1 growth, BacTiter-Glo luminescence, 24 h | inhibition, % at 20 µM | actives 1.3% (n = 330,000) | AID 463212, 2010;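 active means growth inhibition of the mutant yeast at or above 50%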;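 further: temperature-sensitive mutant grown at 25 °C; plate controls were DMSO-treated mutant yeast for no effect and medium wells lacking yeast for full effect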
TIM10 inh: growth inhibitors of isogenic TIM10 control yeast, primary screen, counter-screen for tim10-1 yeast inhibitor project, luminescence, uHTS | S. cerevisiae TIM10 strain growth, BacTiter-Glo luminescence, 24 h | inhibition, % at 10 µM | actives 1.4% (n = 330,000);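 active means inhibition of 40% or more at the single tested concentration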;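 further: wild-type TIM10 isogenic control strain grown at permissive 25 °C; 0% = DMSO yeast wells and 100% = minimal medium wells without yeast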
tim10-1 inh: growth inhibitors of tim10-1 mutant yeast, primary screen, luminescence, uHTS. S. cerevisiae tim10-1 ts strain growth, BacTiter-Glo, 24 h. inhibition, % at 20 µM. actives 2.2% (n = 330,000). AID 463190, 2010;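 active means inhibition of at least 40%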;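 further: mutant grown at 25 °C; 0% = DMSO wells with yeast and 100% = wells holding no yeast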
Mdm2-MdmX inh: inhibitors of human Mdm2-MdmX association, primary screen, cell-based, luminescence, split luciferase, SaOS-2, uHTS | Protein Mdm4 (Homo sapiens) + E3 ubiquitin-protein ligase Mdm2 (Homo sapiens), … | SaOS-2 split-luciferase Mdm2/MdmX complementation | inhibition, % at 8 µM | actives 3% (n = 330,000);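 active means inhibition of at least 50% at 8 µM in the primary screen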
Target sequence (O15151 whole entry, looked up): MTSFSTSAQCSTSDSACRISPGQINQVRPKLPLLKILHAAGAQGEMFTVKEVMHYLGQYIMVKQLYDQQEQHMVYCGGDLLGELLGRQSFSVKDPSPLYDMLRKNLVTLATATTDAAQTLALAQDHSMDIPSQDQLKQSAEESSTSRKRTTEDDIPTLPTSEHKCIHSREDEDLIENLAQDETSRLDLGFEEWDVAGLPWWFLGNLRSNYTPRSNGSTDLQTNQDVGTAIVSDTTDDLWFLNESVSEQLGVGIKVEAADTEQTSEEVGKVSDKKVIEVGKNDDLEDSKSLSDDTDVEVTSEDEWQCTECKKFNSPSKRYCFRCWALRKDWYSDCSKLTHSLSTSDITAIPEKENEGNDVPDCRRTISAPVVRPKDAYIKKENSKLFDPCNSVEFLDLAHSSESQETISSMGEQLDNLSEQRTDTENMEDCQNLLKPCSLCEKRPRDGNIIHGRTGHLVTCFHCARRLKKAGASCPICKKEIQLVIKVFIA
Target sequence (Q00987 whole entry, looked up): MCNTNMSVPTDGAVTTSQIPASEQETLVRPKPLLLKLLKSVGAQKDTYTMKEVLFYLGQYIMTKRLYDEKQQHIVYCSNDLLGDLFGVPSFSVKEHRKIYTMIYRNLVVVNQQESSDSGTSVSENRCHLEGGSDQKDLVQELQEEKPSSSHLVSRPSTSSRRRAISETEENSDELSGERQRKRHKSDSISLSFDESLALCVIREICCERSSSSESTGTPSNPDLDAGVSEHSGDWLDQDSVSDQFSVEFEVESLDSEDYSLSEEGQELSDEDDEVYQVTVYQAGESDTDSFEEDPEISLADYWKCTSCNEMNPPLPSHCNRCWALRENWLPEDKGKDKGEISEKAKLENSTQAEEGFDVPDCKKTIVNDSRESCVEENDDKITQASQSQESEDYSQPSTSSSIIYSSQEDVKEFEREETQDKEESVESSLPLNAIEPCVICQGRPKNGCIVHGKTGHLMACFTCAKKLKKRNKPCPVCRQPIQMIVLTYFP
The depositor's hits bear a star; . = not tested or not shown.

SMILES	697 NFkB inh	UPR CHOP act	UPR XBP1 act	Jurkat NFkB inh	tim23-1 inh	TIM10 inh	tim10-1 inh	Mdm2-MdmX inh
COc1ccc2cc(Br)ccc2c1CC(=O)N(C)C	12	0.7	1	-11	14	6	16	17
COc1ccc(NS(=O)(=O)c2ccc(NC(=S)NC(=O)c3cccc(F)c3)cc2)nn1	-11	0.7	0	2	7	-5	16	8
CCOC(=O)c1nnn(CC(=O)N2N=C(c3cccc4ccccc34)CC2c2ccccc2)c1C(=O)OCC (stereo not drawn)	-1	2.1	0	14	15	15	24	27
CCCCNc1nc(Cl)nc(Nc2ccc(C)cc2)n1	-6	5.1	4	19	1	7	12	24
CN1CCN(C(=O)c2ccc3c(c2)N(Cc2cccc(Cl)c2)C(=O)c2ccccc2S3=O)CC1 (stereo not drawn)	-4	-2.4	0	3	11	15	18	18
Cc1ccc(SC(CC(=O)c2ccc(C)cc2)C(=O)O)cc1 (stereo not drawn)	14	-2.4	6	6	16	1	9	-28
O=c1[nH]cnc2nc(-c3ccccc3)c(-c3ccccc3)nc12	-54	0.0	2	-11	-10	-14	-33	11
Cc1cc(NC(=O)c2ccc3nccnc3c2)ccc1Br	-188	5.6	5	-147	29	25	7	-230
COc1ccc(NC(=O)/C(C#N)=C\C=C\c2ccco2)cc1	-15	0.4	-1	34	27	-8	-7	51*
CCCCSCCCNC(=S)Nc1ccccc1C	11	0.7	-1	12	-10	8	32	28
CC1C(=O)Nc2ccccc2N1C(=O)c1ccccc1 (stereo not drawn)	13	-1.9	-3	-6	7	-5	5	8
Cc1ccc(CNC(=O)CC(C)S(=O)(=O)c2ccc3c(c2)NC(=O)CS3)o1 (stereo not drawn)	-11	-0.5	-3	22	-2	7	-1	21
O=C(CSc1nc2c(sc3ccccc32)c(=O)n1Cc1ccccc1)NCC1CCCO1 (stereo not drawn)	24	0.6	0	-6	5	10	13	12
Cc1cccc(-n2c(C)cc(/C=N/NC(=O)c3cccc([N+](=O)[O-])c3C)c2C)c1	-17	-1.1	-4	2	26	-7	16	18
CCOc1cc(N2CCOCC2)c(OCC)cc1NC(=O)C(C)Oc1ccccc1 (stereo not drawn)	-16	-1.6	-1	-19	18	15	-2	7
Cc1cc(C(=O)N/N=C/c2cccc(OC(=O)c3ccco3)c2)n[nH]1	-12	1.0	5	-1	10	9	17	13
Cc1ccnc(SCC(=O)Nc2cccc(S(=O)(=O)N3CCOCC3)c2)n1	-9	-0.1	0	-8	14	-2	10	16
COc1ccc(CNC(=O)C[C@H]2C[C@H](C(=O)N3CCCCC3)[C@@]3(C)c4[nH]c5cc(-c6ccco6)ccc5c4CCN3C2=O)cc1OC	11	5.0	1	.	35	-1	9	26
CC(C)C(=O)Nc1nnc(S(=O)(=O)N2CCCc3ccccc32)s1	-13	-1.4	-2	-3	27	4	15	-2
CC(C)(C)C(=O)NC(=S)Nc1cccc(C(=O)O)c1	-98	3.0	-1	-43	6	-12	0	0
CCN(CC)S(=O)(=O)c1ccc(C(C)NCC(=O)Nc2ccccc2C(=O)NC2CC2)cc1 (stereo not drawn)	-4	-0.4	1	5	-4	-5	-6	23
Cc1ccc2nc(-c3ccccn3)c(Nc3ccccc3C)n2c1	-8	19	7	-9	-19	21	27	86*
COc1ccc(Cn2nnnc2C(c2ccncc2)N2CCOCC2)cc1 (stereo not drawn)	14	-1.1	-2	-10	19	8	11	9
O=C(Nc1ccccn1)c1c(O)c2cccc3c2n(c1=O)CCC3	-26	1.2	7	-7	-6	24	-15	39

Limited to 697 NFkB inh, TIM10 inh and Jurkat NFkB inh, for some of the entries so far:
| SMILES | 697 NFkB inh | TIM10 inh | Jurkat NFkB inh |
| --- | --- | --- | --- |
| O=C(Nc1ccccn1)c1c(O)c2cccc3c2n(c1=O)CCC3 | -26 | 24 | -7 |
| Cc1cc(C(=O)N/N=C/c2cccc(OC(=O)c3ccco3)c2)n[nH]1 | -12 | 9 | -1 |

(next part)
SMILES	697 NFkB inh	UPR CHOP act	UPR XBP1 act	Jurkat NFkB inh	tim23-1 inh	TIM10 inh	tim10-1 inh	Mdm2-MdmX inh
O=C(CS(=O)(=O)c1cn(Cc2ccc(Cl)cc2)c2ccccc12)N1CCCCC1	0	0.0	-2	3	-2	-3	9	7
O=C(Nc1cccnc1)Nc1cccc([N+](=O)[O-])c1	13	-0.3	-1	6	-11	-1	-4	16
Cc1cc(C)c2nc(SCc3ccc([N+](=O)[O-])cc3)nc(C)c2c1	-8	-0.8	0	-2	8	5	14	26
O=C(Nc1cccc(Cl)c1N1CCOCC1)c1cccnc1Cl	8	-2.3	-1	10	27	31	29	-20
c1ccc2c(-c3nnc(SCc4cn5ccccc5n4)o3)c[nH]c2c1	10	0.2	1	-43	0	1	-21	6
NCCCCCCNS(=O)(=O)c1cccc2c(Cl)cccc12	0	-0.7	-9	4	14	3	11	33
Cc1ccc(NC(=O)CSc2nnc(CN3CCOCC3)n2C)cc1C	5	-1.0	0	15	-3	2	5	13
CCN(CC)CC(O)COc1ccccc1C(=O)CCc1ccccc1 (stereo not drawn)	-15	-1.5	0	5	-4	-1	-10	6
CCc1ccc(NC(=O)CN(c2ccc(OC)cc2)S(=O)(=O)c2c(C)[nH]c(=O)[nH]c2=O)cc1	6	0.1	-4	5	6	3	-6	14
CC(=O)N1N=C(c2ccccc2)CC1c1cccc([N+](=O)[O-])c1 (stereo not drawn)	-1	2.6	-3	-4	24	-3	13	5
Nc1ncnc2c1ncn2[C@@H]1O[C@H](CNC(=O)[C@@H](N)COCc2ccccc2)[C@@H](O)[C@H]1O	-12	0.5	-2	.	26	-6	0	16
COCC(=O)N(Cc1ccc(OC)cc1)Cc1nc2ccccc2c(=O)[nH]1	25	0.5	-3	-4	11	-12	12	13
Cc1ccc([N+](=O)[O-])cc1NC(=O)Cc1ccc(F)cc1	25	1.0	-1	5	3	-9	4	22
O=C(Nc1ccccc1Cl)N1CCN(c2ncccn2)CC1	22	-0.1	1	3	8	1	10	20
Cc1cccc(NNC(=O)C(=O)NNc2cccc(C)c2)c1	12	-0.1	0	26	-106	13	-50	12
O=C(CSc1nnc(-c2ccc3c(c2)OCO3)o1)Nc1c(F)cccc1F	-18	-0.9	0	-60	2	-1	-7	-74
O=C1C=C(Nc2ccc(Cl)cc2)CC(c2ccc(Cl)cc2)C1 (stereo not drawn)	-7	-0.5	-1	20	28	42*	26	28
CCOC(=O)c1c(-c2ccccc2)oc2ccc(OCC(O)CN(C)C)cc12 (stereo not drawn)	-16	2.2	10	2	23	27	29	74*
Cc1ccc(/C=C/C(=O)N2CCN(c3cccc(C(F)(F)F)c3)CC2)cc1	18	1.8	0	11	12	4	24	19
CC(C)(C)OC(=O)C[C@H]1C/C=C\C[C@@H](CC(=O)N[C@H](CO)Cc2ccccc2)C(=O)N2CCC[C@H]2COC1=O	1	-0.3	2	-8	7	4	0	-21
c1ccc(Nc2nc(N3CCCCC3)nc(N3CCCCC3)n2)cc1	-4	1.0	-3	2	13	15	12	23
Cc1nc2ccccc2c(=O)n1CCc1ccccc1	-14	0.7	-1	-12	5	-12	15	-2
O=C1NC(c2cccnc2)C(C(=O)c2cccs2)C(O)(C(F)(F)F)N1 (stereo not drawn)	10	-1.3	3	-2	10	2	-4	1
COc1ccc(NC(=O)CN(c2ccc(C)cc2)S(C)(=O)=O)c(OC)c1	25	0.0	0	22	-7	7	-6	20
O=C(Nc1cccnc1Cl)c1cccc(S(=O)(=O)N2CCOCC2)c1	13	3.4	-3	6	13	1	2	-2
C=CCNC(=O)N1CCCC(N2CCN(c3ccccc3OC)CC2)C1 (stereo not drawn)	4	-0.2	-2	3	2	-13	-9	19
O=C(NCCN1CCCCC1)Nc1ccccc1F	11	-1.4	-5	3	11	-2	-2	-7
Cc1cc(C(=O)COc2ncnc3sccc23)c(C)n1C1CC1	-64	6.0	2	-10	46	24	22	-5
Cc1ccc(-c2noc(CNC(=O)c3ccc4c(c3)OCO4)n2)cc1	10	0.3	-4	-5	-1	-11	-12	-2
O=C(NCc1ccc(F)cc1)C(c1ccc(Cl)cc1)N(C(=O)c1csnn1)C1CC1 (stereo not drawn)	6	1.5	2	3	19	20	17	5
COC(=O)C(C)Sc1nc2c(cnn2-c2ccc(F)cc2)c(=O)[nH]1 (stereo not drawn)	-8	-0.7	1	-5	1	-16	-14	12
CCS(=O)(=O)N1CCC(C(=O)NCc2cccnc2)CC1	-6	-1.1	-1	-15	8	8	14	-9
COc1ccc(OCCN2CCOCC2)cc1	9	0.0	-2	-4	10	-13	-12	9
CCC(C(=O)NCc1ccc(F)cc1)N(CCc1ccccc1)C(=O)c1snc(C(N)=O)c1N (stereo not drawn)	-1	0.3	-4	10	22	21	6	-2
O=C(N/N=C\c1ccc(Oc2ccccc2)cc1)c1csnn1	-93	3.3	5	-35	-2	2	-24	-1
Cc1ccc(NC(=O)C(C)SCc2nc3sc(C)c(C)c3c(=O)[nH]2)nc1 (stereo not drawn)	29	0.1	0	16	4	4	9	0

A draw from above in order of molecular weight, descending:
SMILES	697 NFkB inh	UPR CHOP act	UPR XBP1 act	Jurkat NFkB inh	tim23-1 inh	TIM10 inh	tim10-1 inh	Mdm2-MdmX inh
CCC(C(=O)NCc1ccc(F)cc1)N(CCc1ccccc1)C(=O)c1snc(C(N)=O)c1N (stereo not drawn)	-1	0.3	-4	10	22	21	6	-2
Cc1ccc(NC(=O)C(C)SCc2nc3sc(C)c(C)c3c(=O)[nH]2)nc1 (stereo not drawn)	29	0.1	0	16	4	4	9	0
O=C(Nc1cccnc1Cl)c1cccc(S(=O)(=O)N2CCOCC2)c1	13	3.4	-3	6	13	1	2	-2
Cc1cc(C(=O)COc2ncnc3sccc23)c(C)n1C1CC1	-64	6.0	2	-10	46	24	22	-5

Carrying on:
SMILES	697 NFkB inh	UPR CHOP act	UPR XBP1 act	Jurkat NFkB inh	tim23-1 inh	TIM10 inh	tim10-1 inh	Mdm2-MdmX inh
CC(C)=CCC/C(C)=C/CCC(C)NCCN1CCNCC1 (stereo not drawn)	-5	-0.9	-7	-26	-32	-41	-23	27
CCc1ccc2oc(=O)cc(CN(C)Cc3ccccc3)c2c1	-1	-2.1	4	-2	22	23	9	10
COc1ccc(C(C)(C)C)cc1NC(=O)C1CCCO1 (stereo not drawn)	4	1.4	-4	9	24	8	7	20
Cc1ccc(CNC(=O)Cn2c(=O)oc3ccccc32)o1	-35	-0.1	1	-11	18	11	-1	-8
Cn1c(NC(=O)Cc2ccc(F)cc2)cc(=O)n(C)c1=O	9	0.8	0	6	8	-1	-7	17
CCc1ccc(NC(=O)CCc2nc3sc4c(c3c(=O)[nH]2)CCCC4)cc1	8	-0.7	0	-7	-12	-8	-2	21
CCOc1cc(C2CC(=O)NC3=C2C(=O)C(C(=O)OC)C(C)C3)cc(Cl)c1O (stereo not drawn)	0	0.0	-3	4	18	8	0	13
CC(=O)/C(N=Nc1cccc(C(F)(F)F)c1)=C(\C)O	8	-3.7	0	5	9	-10	9	-16
COc1ccc(N(CC(=O)NC(C)C)S(=O)(=O)c2ccc(NC(C)=O)cc2)cc1	-12	-1.6	-4	-16	2	-8	7	8
COc1ccc(-c2[nH]ncc2-c2cnn(-c3ccccc3)c2)c(O)c1	29	-1.0	3	3	8	7	33	33
Cc1cccc(-n2cnc(C(=O)NC3CCCCCC3)c2)n1	-61	2.4	5	-55	15	-10	11	-13
CCCc1cc(=O)n2[nH]c(NCc3c(Cl)cccc3Cl)nc2n1	-11	-2.0	-1	-3	-1	-25	11	5
COc1ccccc1NC(=O)c1cc2ccccc2nc1C	19	-0.7	-3	-9	7	-13	19	15

Not a hit list; any-hit rate near 6.6%.
